# Assay outcomes as filed in PubChem.
# ABHD5 PLIN5 PPI = blocks binding of human ABHD5 to perilipin-5 | Q00G26+Q8WTS1 | Split G. princeps luciferase complementation, luminescence, 4 h | inhibition, % at 4 µM | 360,000 tested, 0.78% active | AID 602281;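 active means inhibition above the mean inhibition across every tested compound plus 3 SD, cut at about 22% in these data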;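 further: 0% = DMSO only wells and the 100% control is not disclosed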
# ABCB6 inh MLPCN = inhibitors of human ABC transporter ABCB6; fluorescence ratio to DMSO, % at 10 µM; Q9NP58; 360,000 tested, 0.19% active; K562-ABCB6 porphyrin accumulation, flow cytometry, 1 h; hits give low values; AID 602162;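 active means fluorescence ratio to DMSO below 75%, the collection mean minus 3 SD; inconclusive means too few cells collected in the well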;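 further: signal is porphyrin accumulated inside mitochondria; 100% equals median channel fluorescence of DMSO control wells; lower ratio means ABCB6 inhibition with less porphyrin fluorescence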
# Target sequence (Q9NP58 whole entry, looked up): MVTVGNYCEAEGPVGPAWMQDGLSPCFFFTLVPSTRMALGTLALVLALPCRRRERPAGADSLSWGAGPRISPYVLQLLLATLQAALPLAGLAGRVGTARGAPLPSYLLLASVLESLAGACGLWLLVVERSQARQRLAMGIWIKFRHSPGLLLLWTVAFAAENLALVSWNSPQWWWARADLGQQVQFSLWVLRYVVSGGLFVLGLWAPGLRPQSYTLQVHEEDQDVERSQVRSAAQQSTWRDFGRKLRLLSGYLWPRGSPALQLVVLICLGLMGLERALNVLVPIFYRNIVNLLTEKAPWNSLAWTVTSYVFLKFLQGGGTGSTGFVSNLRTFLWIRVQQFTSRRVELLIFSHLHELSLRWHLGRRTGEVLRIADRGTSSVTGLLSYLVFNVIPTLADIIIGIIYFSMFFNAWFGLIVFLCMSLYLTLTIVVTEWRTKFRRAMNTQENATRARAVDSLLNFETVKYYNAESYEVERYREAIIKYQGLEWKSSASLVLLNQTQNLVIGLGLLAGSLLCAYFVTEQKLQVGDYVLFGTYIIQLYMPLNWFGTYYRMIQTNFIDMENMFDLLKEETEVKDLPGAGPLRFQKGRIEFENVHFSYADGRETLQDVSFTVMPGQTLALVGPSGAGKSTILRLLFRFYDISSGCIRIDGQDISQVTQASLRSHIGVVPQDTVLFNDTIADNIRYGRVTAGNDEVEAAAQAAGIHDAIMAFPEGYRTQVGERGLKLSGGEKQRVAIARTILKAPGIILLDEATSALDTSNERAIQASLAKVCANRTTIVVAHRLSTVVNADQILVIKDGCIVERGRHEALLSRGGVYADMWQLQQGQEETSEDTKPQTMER
# H9c2 protect = myocardial damage modulation in H9c2 cells. H9c2 cardiomyocytes, H2O2 injury protection, ATPLite, 2 h. protection from H2O2 cell death, % at 20 µM. 360,000 tested, 0.63% active;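 active means compounds giving at least 50% protection of heart cells from peroxide-induced death in the single-dose screen, raw or plate-pattern-corrected value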;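 further: 0% = DMSO wells with peroxide and 100% = DMSO wells without peroxide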
# m5-HT2A agonist = activates the mouse 5-HT2A serotonin receptor | CHO-K1 mHTR2A beta-arrestin complementation, luminescence; percent of 30 µM serotonin response | activation, % at 7.6 µM | 360,000 tested, 0.66% active | AID 624169;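 active means activation above a run cutoff, the mean activation of all tested compounds plus 3 SD, cut at about 14% in these data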;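 further: 0% = plate median of compound wells and 100% = 30 µM serotonin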
# MC4R ag barr = agonists of human melanocortin 4 receptor (MC4R) beta-arrestin. P32245. activation, % at 8.9 µM. 360,000 tested, 0.98% active. U2OS MC4R beta-arrestin complementation, luminescence; percent of melanotan II response, DMSO zero;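 active means activation above a per-plate cutoff, the mean activation of sample wells on that plate plus 3 SD, cut at about 8% in these data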
# Exocytosis inh = lytic granule exocytosis inhibition. AID 651702. inhibition, % at 10 µM. 360,000 tested, 0.66% active. TALL-104 LAMP-1 surface exposure, flow cytometry; cells stimulated with thapsigargin and PMA;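 active means inhibition above about 55%, limit read from the data; inconclusive means no clear call, values can overlap the other calls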
# iPSC survival up = enhancers of human iPSC single-cell survival | hiPSC single-cell survival, ATPlite luminescence; 100% = ROCK inhibitor wells, 0% = DMSO | survival enhancement, % at 20 µM | 360,000 tested, 0.044% active | AID 602274; in the data active means survival enhancement above about 18%;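 further: cells exposed to compounds for 16 hours before the ATP read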
# aDG glyco up = alpha-DG glycosylation activation. Pro5-aDG cells, alpha-DG glycosylation AlphaScreen (IIH6); 0% Pro5, 100% B10-LARGE cell signal. activation, % at 10 µM. 360,000 tested, 0.22% active. AID 624168;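 active means activation of at least 8% versus controls, or a plate z-score of at least 8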;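 further: Pro5 are CHO cells carrying HIG-tagged alpha-DG that lacks glycosylation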
# MC4R antagonist = blocks human MC4R cAMP signaling; P32245; MC4R-expressing cells, MTII-stimulated cAMP, LANCE TR-FRET; inhibition, % at 6.5 µM; 360,000 tested, 0.48% active; AID 540295;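 active means inhibition above its plate's cutoff, the mean of tested wells on that plate plus 3 SD, cut at about 29% in these data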;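 further: 0% = Melanotan II alone and 100% = Melanotan II plus saturating MCL0020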
#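 System: U2OS cells stably expressing human melanocortin 4 receptor (MC4R). Reagent: Melanotan II challenge after compound preincubation. Doses: 6.5 µM. Times: 30-min compound, 1-h challenge, 1-h detection, room temperature. Measured by: TR-FRET with Eu-cAMP and labeled anti-cAMP, 671 nm. Replicates: singlicate.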
# N-glyco inh = N-linked glycosylation inhibition | D54 ERlucT glycosylation luciferase reporter, 24 h; percent of 100 nM tunicamycin response | reporter increase, % at 12.5 µM | 360,000 tested, 0.23% active | AID 588692;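 active means mean luciferase reporter signal, scaled so untreated is 0 and the glycosylation-blocking control 100, at or above a set limit in every replicate; inconclusive means mean reaches the limit but not every replicate does; inactive means mean below the limit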;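 further: luciferase carries N-glycosylation sites so blocking glycosylation raises the light; 0% = median of neutral control wells and 100% = median of 100 nM tunicamycin wells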
# Active calls of the source: *; ? = inconclusive; . = no result given.
SMILES,ABHD5 PLIN5 PPI,ABCB6 inh MLPCN,H9c2 protect,m5-HT2A agonist,MC4R ag barr,Exocytosis inh,iPSC survival up,aDG glyco up,MC4R antagonist,N-glyco inh
Cc1ccc(S(=O)(=O)c2c(C)cc(C)[nH]c2=O)c(C)c1,-1,98,3,0,-0.2,-12,1.1,0.1,-2,0
CCCN1CCc2c(sc(NC(=O)c3ccc(S(=O)(=O)N(C)c4ccccc4)cc3)c2C(N)=O)C1,2,118,2,-6,-3.4,-2,0.4,1.9,9,-7
O=C1NC2=C(C(=O)CCC2)C(c2ccc(OC(F)F)cc2)N1 (stereo not drawn),2,97,4,5,0.2,-8,0.2,0.2,12,0
Cc1cc2c(c(=O)o1)C(c1ccc([N+](=O)[O-])o1)C(C#N)=C(N)O2 (stereo not drawn),-5,98,1,-1,1.8,-3,-0.1,0.0,-2,1
CC[C@]12c3[nH]c4cc(-c5ccco5)ccc4c3CCN1C(=O)[C@@H](CC(=O)NCCC1=CCCCC1)C[C@@H]2C(=O)N1CCN(C(=O)C2CC2)CC1,10,96,26,-2,-0.5,-1,-1.7,0.4,2,3
CC1CCN(C(=O)CSCC(=O)O)CC1,1,96,2,7,-2.4,0,-0.6,0.0,-3,2
CC1CCN(C(=O)c2cc3ccccc3c(=O)o2)CC1,-4,101,0,-2,-3.6,14,5.7,-0.1,1,4
COc1ccc2cc(CCNC(=O)C(C)C)c(=O)[nH]c2c1,2,96,-2,0,0.2,-4,1.4,0.0,-6,4
COc1ccccc1NC(=O)c1ccc(S(=O)(=O)N(C)c2ccccc2OC)cc1,-6,94,-6,6,2.4,-2,2.0,-0.2,-5,0
CCO[C@H]1OC(C(=O)N2CCN(Cc3ccc4c(c3)OCO4)CC2)=C[C@@H](C(C)(C)C)[C@@H]1CCCO,3,99,8,-2,0.9,-11,-0.2,-0.2,4,1
CC(=O)c1ccc(NC(=O)C(C)OC(=O)c2ccc(NS(=O)(=O)c3ccc(F)c(F)c3)cc2)cc1 (stereo not drawn),2,99,-5,-1,-1.2,4,0.2,0.2,11,0
COc1ccc(Cc2nnc(NC(=O)Nc3ccccc3F)s2)cc1,6,98,1,8,5.9,4,-0.7,-0.1,1,0
CC(C)Cc1cc(C(=O)Nc2ccc(Br)cc2)no1,0,98,-8,-3,2.8,8,-0.4,0.1,6,-3
CCOc1nc(Nc2cc(Cl)ccc2OC)nc(OCC)n1,10,100,-4,6,-0.1,-3,-2.0,-0.3,-2,3
CCCN(CC(=O)Nc1ccccc1OC)C(=O)c1cc2ccccc2o1,4,104,3,3,-3.8,-1,2.7,-0.3,1,-2
CCN(CC)CCn1c2c(c(SCC(=O)Nc3cccc4ccccc34)nc1=O)CCC2,-1,99,12,-7,-0.1,4,-0.5,-0.2,-1,-7
COc1ccc(OC)c(NC(=O)COC(=O)CCCN2C(=O)c3ccccc3C2=O)c1,-5,99,4,2,-1.4,-7,0.2,-0.3,-1,5
Cc1cc(C)c(C(=O)Cn2nc(C)c([N+](=O)[O-])c2C)cc1C,2,100,-3,-3,0.9,-1,1.3,-0.2,8,-1
Clc1ccc2nc(-c3ccccc3)cn2c1,-2,95,-16,-2,1.0,-2,-0.6,0.0,-6,-16
COc1ccc(-c2csc(NC(=O)CN3C(=O)C4CCCCC4C3=O)n2)c(OC)c1 (stereo not drawn),-1,92,0,7,-0.9,-2,0.8,0.1,-3,3
CC(C)(CCl)C(=O)Nc1ccc(C(F)(F)F)cc1,-3,100,4,6,-1.6,4,1.0,-0.2,-5,0
Cc1cc(OCc2n[nH]c(=S)n2-c2ccccc2)ccc1Cl,-2,96,-1,-5,-1.6,-17,0.1,0.0,13,3
CN1CCN(S(=O)(=O)c2cccc(C(=O)Nc3sccc3C(N)=O)c2)CC1,-3,98,4,-3,-0.8,-4,-2.4,1.8,-4,-3
Fc1ccccc1NC(=S)Nc1ccc(Br)cc1,-12,100,-12,3,0.1,3,-1.3,0.3,6,-1
CC(NC(=O)COC(=O)c1ccccc1O)C1CC2CCC1C2 (stereo not drawn),-5,98,-9,-3,-0.1,10,1.3,-0.2,-3,0
O=S(=O)(c1ccc(SCc2ccccc2F)nc1)N1CCCC1,-2,94,-9,-2,-0.5,0,-0.2,0.0,6,-1
O=C(N/N=C/c1ccccc1O)C1CC(=O)N(c2ccc(Cl)cc2)C1 (stereo not drawn),0,101,55*,-9,-3.4,-2,0.6,1.0,-5,.
COCCCN=C1NN=C(c2cc(C)n(-c3ccccc3F)c2C)CS1,1,102,-27,-1,0.2,4,-2.9,0.1,-18,-16
CC(C)NS(=O)(=O)c1ccc(CCC(=O)Nc2cc(Cl)ccc2Oc2ccccc2)cc1,-9,100,-20,-10,2.1,9,-1.9,2.3,7,-6
COc1ccc(N2CCN(C(=O)/C(C#N)=C/c3ccccc3)CC2)cc1,8,96,13,0,-5.3,-1,-0.4,0.0,-2,1
COc1ccc(Br)cc1/C=N/Nc1cccc(C(=O)O)c1,3,93,1,1,-0.5,-1,4.9,0.0,2,-1
OC[C@@H]1CN(Cc2ccc(Cl)cc2)C[C@H](n2cnc3c(NC4CCC4)ncnc32)O1,7,99,-5,-4,-0.1,-7,1.8,-0.2,-3,0
O=C(NNC1OC(CO)C(O)C(O)C1O)c1cccnc1 (stereo not drawn),4,103,-1,-1,-1.0,2,2.3,-0.3,19,3
O=C(c1cc2cc(F)ccc2[nH]1)N1CCN(c2cccc(Cl)c2)CC1,-11,92,-7,-1,3.4,-13,-0.3,-0.2,4,0
COc1ccc(C)cc1NC(=O)C(OC(=O)Cn1cnc2c1c(=O)n(C)c(=O)n2C)c1ccccc1 (stereo not drawn),-9,96,2,2,-1.9,2,0.5,-0.2,3,1
CCNS(=O)(=O)c1ccc(NC(=O)c2ccc(Cn3cc(Br)cn3)o2)cc1,-3,95,9,-3,-1.9,-1,-0.1,0.2,5,-4
O=C(CCN1N=C(c2ccccc2)CCC1=O)NC1CCCCC1,2,103,7,0,-0.2,2,2.7,0.1,8,0
COc1cc(/C=C/[N+](=O)[O-])ccc1OC(=O)/C=C/c1ccc(F)cc1,30*,103,-14,-3,-0.2,45,1.6,-0.2,-4,7
CC(C)CC(=O)Nc1nc(=S)ss1,-13,98,-16,5,-0.1,5,-0.7,0.0,7,1
CCN1C(=NCC(C)C)N[C@@H](CCc2ccccc2)[C@H](C(=O)NCC(C)C)[C@H]1C,10,105,-2,-8,0.4,3,0.3,-0.1,12,1

# Compound profiles, as listed above:
# Entry for COc1cc(/C=C/[N+](=O)[O-])ccc1OC(=O)/C=C/c1ccc(F)cc1 : ABHD5 PLIN5 PPI = 30*; ABCB6 inh MLPCN = 103; H9c2 protect = -14; m5-HT2A agonist = -3; MC4R ag barr = -0.2; Exocytosis inh = 45; iPSC survival up = 1.6; aDG glyco up = -0.2; MC4R antagonist = -4; N-glyco inh = 7
# Entry for Cc1cc(C)c(C(=O)Cn2nc(C)c([N+](=O)[O-])c2C)cc1C : ABHD5 PLIN5 PPI = 2; ABCB6 inh MLPCN = 100; H9c2 protect = -3; m5-HT2A agonist = -3; MC4R ag barr = 0.9; Exocytosis inh = -1; iPSC survival up = 1.3; aDG glyco up = -0.2; MC4R antagonist = 8; N-glyco inh = -1

# New compounds follow:
SMILES,ABHD5 PLIN5 PPI,ABCB6 inh MLPCN,H9c2 protect,m5-HT2A agonist,MC4R ag barr,Exocytosis inh,iPSC survival up,aDG glyco up,MC4R antagonist,N-glyco inh
C=CCn1c(C)cc(C(=O)CSc2nnc(NCc3ccccc3)s2)c1C,-1,90,-3,1,-0.2,2,-2.9,-0.2,-3,4
COc1cccc(C(O)c2ncc(-c3ccccc3OC)[nH]2)c1 (stereo not drawn),4,94,0,1,-1.6,-4,0.7,-0.2,4,4
CSc1nnc(C)c(=O)n1COC(=O)COc1ccc2ccccc2c1,6,95,6,5,-1.4,-5,-0.5,-0.1,-3,0
COc1cccc(C(=O)OCc2ccccc2C#N)c1O,1,96,4,-1,-0.2,-1,-2.5,-0.1,4,0
O=C(CN1CCOCC1)Nc1cc([N+](=O)[O-])ccc1Cl,0,97,11,-3,-2.0,-1,1.2,0.4,13,0
CC(=O)OC/C=C(\C)CCC=C(C)C,3,104,0,-2,0.8,-8,-2.3,-0.1,-3,-1
COC(=O)c1ccc2ccccc2n1,1,102,-2,4,0.5,4,1.5,0.7,2,2
CC(=O)C1=C(O)C(=O)N(c2ccc(S(N)(=O)=O)cc2)C1c1ccc([N+](=O)[O-])cc1 (stereo not drawn),-3,98,10,0,-1.9,-2,-0.6,-0.4,1,0
Cc1cc(N2CCOCC2)nc(C(C)C)n1,4,100,-2,-2,0.1,-3,-0.7,-0.2,-5,2
CCC(=O)NC(Nc1c(C)n(C)n(-c2ccccc2)c1=O)C(Cl)(Cl)Cl (stereo not drawn),-3,102,10,-5,-3.0,-2,3.7,-0.1,2,2
CN1N=C(C(=O)N2CCCC(Nc3ccc(F)c(F)c3)C2)CCC1=O (stereo not drawn),-7,109,-2,-4,-1.0,3,0.1,0.1,3,6
COCCNc1ncnc2c1ncn2[C@H]1CN(Cc2ccco2)C[C@@H](CO)O1,8,95,1,1,-0.2,-14,2.6,0.1,3,1
CCOc1ccccc1N1CCN(C(=O)c2ccc(OCC(=O)N3CCOCC3)c(OC)c2)CC1,-1,104,3,-5,-4.8,0,-0.4,2.3,-2,0
COc1ccccc1C(=O)NC1CC2CCCC(C1)N2Cc1ccccc1 (stereo not drawn),-2,102,-1,-1,1.3,-5,-4.6,-0.2,12,-2
CCCc1ccccc1OCCNC(=O)c1cc(=O)n(C)c(=O)n1C,3,97,-5,5,0.8,1,1.0,-0.3,6,0
COc1ccccc1NC(=O)CCN1C(=O)C2C3CCC(C3)C2C1=O (stereo not drawn),-1,100,0,-2,-2.1,-3,-0.4,-0.2,8,1
O=C(NCCSc1ncc(-c2ccc(F)cc2)[nH]1)c1ccco1,-12,98,-4,-2,-1.9,-1,-0.3,-0.1,6,0
N#CCC(=O)Nn1c(=S)[nH]c2ccccc2c1=O,4,95,0,2,-1.7,0,0.8,-0.1,6,1
CCCC(=O)Nc1ccc(N2CCN(S(C)(=O)=O)CC2)cc1,-1,96,3,2,0.5,-1,-0.4,-0.1,5,0
Cc1onc(-c2c(Cl)cccc2Cl)c1C(=O)N=S(C)(=O)c1ccccc1 (stereo not drawn),0,97,12,1,-1.8,3,-0.2,0.1,1,0
COc1ccc2nc(NC(=O)c3ccc([N+](=O)[O-])o3)sc2c1,-2,103,-17,-2,-0.9,-2,-0.5,0.5,2,?
Cc1[nH]c(C)c(S(=O)(=O)N2CCCCC2)c1C(=O)N1CCCCC1,-1,100,2,0,-2.0,1,-0.1,-0.1,-4,2
CCOC(=O)[C@]12CCC=C1N(CCC1=CCCCC1)C(=O)[C@H](CC(=O)NCc1ccc(OC)c(OC)c1)C2,1,95,.,-5,.,1,0.8,0.0,.,.
CC1CCC(NC(=O)CCCn2sc3ccccc3c2=O)CC1 (stereo not drawn),3,98,-2,-1,-0.5,-10,0.0,0.7,17,0
